# PLCg1 inh = PLC-gamma1 (human) inhibition, primary screen; P19174; purified PLC-gamma1, fluorogenic substrate, fluorescence; inhibition, % at 12.2 µM; 370,000 tested, 0.84% active; AID 720700; in the data active = inhibition above about 9.5%
# DAX1 inh-1 = inhibits human nuclear receptor DAX1; P51843; HEK293 Gal4-DAX1 luciferase reporter, luminescence; inhibition, % at 6.75 µM; 340,000 tested, 0.99% active; AID 504766;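 active = inhibition above the mean over all tested compounds plus 3 SD, cut at about 4.2% in these data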;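 note: 0% = DAX1-transfected cells with DMSO and 100% = empty-vector control cells with DMSO; inhibition shows as a rise in luminescence from relieved DAX1 repression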
# Target sequence (P51843 207-470 limits assumed): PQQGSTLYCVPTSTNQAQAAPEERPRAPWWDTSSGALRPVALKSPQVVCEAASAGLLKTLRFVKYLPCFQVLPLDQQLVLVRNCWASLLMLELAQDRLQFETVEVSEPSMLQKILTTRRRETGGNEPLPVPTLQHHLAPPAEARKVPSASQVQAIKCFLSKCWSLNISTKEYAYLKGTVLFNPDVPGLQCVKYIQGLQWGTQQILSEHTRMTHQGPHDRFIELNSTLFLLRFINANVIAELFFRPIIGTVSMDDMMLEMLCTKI
# DAX1 inh-2 = inhibitors of DAX1 repression of SF-1 activated StAR promoter; HEK293T StAR-luciferase reporter, SF-1/DAX-1 repression relief; inhibition, % at 6.8 µM; 370,000 tested, 1.1% active; AID 652010;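 active = inhibition above the mean over all tested compounds plus 3 SD, cut at about 3.6% in these data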;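 note: 0% = DAX-1 cells with DMSO and 100% = cells lacking DAX-1 with DMSO; higher inhibition means more luminescence from relief of DAX-1 repression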
# SMARCA2 activ = activators of SMARCA2 function | MG213 cells, MMTV-luciferase reporter, dexamethasone, overnight | activation, % at 9.1 µM | 370,000 tested, 1% active; in the data active = activation above about 7.8%;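 note: 0% = vehicle wells and 100% = reference activator wells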
# ssDAF-12 act = S. stercoralis DAF-12 activation, primary screen. HEK293 ssDAF-12/GRIP1 lit1-tk-luc reporter, luminescence; % of 3 µM dafachronic acid response. activation, % at 6.8 µM. 370,000 tested, 1% active. AID 652126;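 active = activation above the mean over all tested compounds plus 3 SD, cut at about 0.9% in these data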;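 note: 0% = DMSO-only wells and 100% = 3 µM delta7-dafachronic acid wells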
# Rev-erbA mod = modulators of human Rev-erb alpha DNA binding; AID 1259318; P20393; 370,000 tested, 0.79% active; activity, % at 10 µM; Rev-erbα–FITC-DNA binding, fluorescence polarization, 90 min;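 active = activity above about 14%, limit read from the data; passing the limit was not always enough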;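 note: 0% = DMSO wells with 35 nM protein and 100% = DMSO wells with 750 nM protein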
# Target sequence (P20393 whole entry, looked up): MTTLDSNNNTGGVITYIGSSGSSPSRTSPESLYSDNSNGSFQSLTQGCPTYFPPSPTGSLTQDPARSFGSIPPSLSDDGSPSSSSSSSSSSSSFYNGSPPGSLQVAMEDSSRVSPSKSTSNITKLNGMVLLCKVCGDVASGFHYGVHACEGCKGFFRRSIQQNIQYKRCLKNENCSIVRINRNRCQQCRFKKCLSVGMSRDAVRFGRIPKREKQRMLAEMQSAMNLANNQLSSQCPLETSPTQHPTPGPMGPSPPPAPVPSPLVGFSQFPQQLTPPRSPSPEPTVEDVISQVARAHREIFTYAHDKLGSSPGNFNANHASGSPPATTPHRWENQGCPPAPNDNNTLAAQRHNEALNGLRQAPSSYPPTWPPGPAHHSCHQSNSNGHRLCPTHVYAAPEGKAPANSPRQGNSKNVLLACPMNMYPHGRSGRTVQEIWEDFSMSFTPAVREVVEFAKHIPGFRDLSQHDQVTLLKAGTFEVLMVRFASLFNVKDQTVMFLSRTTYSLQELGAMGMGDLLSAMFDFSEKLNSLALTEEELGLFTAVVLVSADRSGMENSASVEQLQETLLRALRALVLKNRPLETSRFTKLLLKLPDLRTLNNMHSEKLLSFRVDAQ
# MBD2 inh = blocks human MBD2 binding to methylated DNA; Q9UBB5; TR-FRET, MBD2 binding to methylated oligonucleotide; inhibition, % at 4.4 µM; 370,000 tested, 0.31% active; AID 686964; in the data active = inhibition above about 13%
# PLC-beta3 inh = PLC-beta3 (human) inhibition, primary screen; inhibition, % at 12.2 µM; Purified PLC-beta3, fluorogenic substrate, fluorescence; Q01970; 370,000 tested, 0.18% active; in the data active = inhibition above about 11%;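 note: 0% = median of compound wells on plate and 100% = full blocker control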
# hgDAF12 agonist = agonists of H. glycines DAF-12 nuclear receptor. HEK293 GAL4-hgDAF12 UAS-luciferase reporter, agonist luminescence; normalized to butyrate control. activation, % at 6.8 µM. 370,000 tested, 1.8% active. AID 687014;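 active = activation above a cutoff set at the mean of all screened compounds plus 3 SD, cut at about 10% in these data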;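 note: 0% = DMSO wells and 100% = sodium butyrate wells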
# hcDAF12 agonist = activators of H. contortus DAF-12 nuclear receptor. HEK293 hcDAF-12 lit1-tk-luc reporter, luminescence; 0% DMSO, 100% Δ7-dafachronic acid. activation, % at 6.8 µM. 370,000 tested, 1.4% active. AID 652067;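 active = activation above the mean of all tested compounds plus 3 SD, cut at about 5.5% in these data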;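 note: 100% = response to 3 µM Δ7-dafachronic acid high control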
# ADAM17 inh = inhibits human ADAM17 | recombinant ADAM17, EDANS/DABCYL FRET peptide cleavage | inhibition, % at 6.95 µM | 370,000 tested, 0.83% active | AID 720648;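 active = inhibition above the mean of compounds lying between control limits plus 3 SD, set per campaign, cut at about 8.5% in these data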;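 note: 0% = DMSO-only wells as the low control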
# * = called active by the depositor; / = not tested or not shown; & = joins results of further samples. These rows are one share of the data; count on the stated rates, not on these rows.
molecule,PLCg1 inh,DAX1 inh-1,DAX1 inh-2,SMARCA2 activ,ssDAF-12 act,Rev-erbA mod,MBD2 inh,PLC-beta3 inh,hgDAF12 agonist,hcDAF12 agonist,ADAM17 inh
Cc1ccc2c(c1)c(=O)c1c3n2CCN(CC#N)C3CC1 (stereo not drawn),-16.8,2.2,-0.5,-2.6,-1.1,/,0.2,-31.3,-0.7,-0.7,-12.7
CN1CCN(C(=O)O[C@H]2c3nccnc3C(=O)N2c2ccc(Cl)cn2)CC1,-39.8,2.1,-0.5,-0.2,-1.1,-4.8,0.3,-59.3,0.7,-0.4,-7.1
Cn1cccc1/C=C1\C(=O)NC(=O)N(Cc2ccccc2Cl)C1=O,-3.8,3.5,-0.4,1.9,-1.0,-3.3,2.5,-9.9,-0.1,1.1,-0.8
COC(=O)C1=C(c2ccccc2)C[C@@H]2CC[C@H]1N2C(=O)NCCNC(C)=O,5.5,0.5,0.3,-0.8,-1.1,-1.3,-0.5,1.7,-0.1,1.9,-3.9
OCC[n+]1c2ccccc2nc2ccc(N3CCOCC3)cc21,-3.7,/,-0.5,-4.0,-1.0,-4.4,-19.1,-5.7,-1.8,-0.3,-2.8
Cc1ccc(C(=O)C2(C)N(O)C(C)C(c3cccs3)=[N+]2[O-])cc1 (stereo not drawn),0.0,0.9,-0.1,0.3,-1.7,1.9,0.6,1.9,-1.1,0.1,-1.1
Cc1nc2ccccc2c(=O)n1-c1ccncc1,-2.2,-1.3,0.6,5.0,-0.1,-7.9,2.2,-7.3,6.9,-1.9,-2.4
CN(C)C(=O)On1c(-c2ccccc2)nc2ccc(Cl)cc21,-3.0,0.3,0.2,0.5,-0.9,1.7,0.5,-3.6,9.8,-1.5,-6.5
CCN(CCCl)c1cc(CN(C)C)cc(NC(=O)c2ccc(C(=O)Nc3cc(CN(C)C)cc(N(CC)CCCl)c3)cc2)c1,1.5,-1.1,-1.3,-2.0,-1.0,-6.2,2.0,-0.1,-1.4,-1.2,-5.8
COc1cccc(O)c1CN1CCCC(C(=O)c2ccccc2SC)C1 (stereo not drawn),0.8,-1.5,-0.6,-1.9,-1.2,-4.7,2.8,0.1,-1.0,3.2,-1.2
CC/C(=N\NC(=O)c1ccccc1O)c1c(O)n(Cc2ccccc2)c(=O)[nH]c1=O,-59.1,4.6*,0.1,0.4,0.4,7.2,2.7,-86.5,3.2,0.7,-16.1
C=Cc1cc(OC)c2c(c1)c(=O)oc1c2cc(OC)c2c(O)ccc(C3OC(C)C(O)C(C)(O)C3O)c21 (stereo not drawn),-224.7,-2.1,-6.9,-10.8,-2.5,-31.6,31.2*,-304.7,-11.8,-4.8,-8.8
CN(c1ccc(OCC(=O)N2CCN(C/C=C/c3ccccc3)CC2)cc1)S(=O)(=O)c1cccs1,-1.1,-3.4,-2.5,-4.5,-2.2,0.4,0.0,3.1,-6.5,-3.8,2.2
O=[N+]([O-])c1[nH]cnc1Br,7.5,-6.2,2.0,4.7,-1.1,-3.2,-4.3,5.8,1.1,4.6,-3.4
c1cc2c(cc1[C@H]1OC[C@H]3[C@@H]1CO[C@H]3c1ccc3c(c1)OCO3)OCO2,1.6,-0.4,-0.2,0.8,-1.4,-0.2,-0.7,0.5,1.4,-0.6,-2.1
O=[N+]([O-])NC1=NCCN1Cc1ccc(Cl)nc1,-2.6,0.9,-0.9,-0.4,-1.5,0.0&-4.2,0.5,1.4,-4.0,-1.6,-6.7
COc1ccc(-n2c(O)c(C(C)=NCc3ccc4c(c3)OCO4)c(=O)[nH]c2=O)cc1,1.0,2.1,0.0,-5.4,-1.4,0.3,3.0,-7.6,-2.2,-1.8,-0.7
CCOc1nc(NC(C)C)nc(N2CC3CC(C2)c2cccc(=O)n2C3)n1 (stereo not drawn),-2.1,1.0,0.0,2.1,-0.5,-2.0,5.0,1.9,1.1,-1.0,-0.4
C=CCSc1nc2c(c(-c3ccsc3)c1C#N)CN(C)CC2,-35.0,-0.6,0.2,-3.8,-0.9,7.3,-7.5,-45.9,-2.5,2.3,-6.2
CCCC12CN3CCN(C1)CC(CCC)(C3)C2=O,1.1,1.3,-0.6,-4.6,-1.5,0.5,-2.3,-5.5,-1.2,-0.2,-1.4
COC(=O)c1cncn1C(C)c1ccccc1 (stereo not drawn),3.0,-0.4,-0.2,-1.9,-1.1,1.1,4.7,3.0,-0.8,-1.7,-4.0
CCCCN=C[C@]12CCC(O)CC1(O)CCC1[C@@H]2CC[C@]2(C)[C@H](C3C=CC(=O)O3)CCC12O (stereo partly drawn),-0.1,-5.3,-2.6,-10.6,-2.6,0.8,-2.5,1.1,-13.9,-6.5,-2.3
CC1CN=C(NCc2ccc(F)cc2)S1 (stereo not drawn),1.5,-0.1,0.0,-0.1,-1.5,1.7,2.0,-4.0,0.7,-0.8,-5.3
CC1=C(/C=C/c2ccccc2)CCN(C)C1,-0.7,0.0,0.1,0.1,-1.0,5.5,0.7,1.6,1.1,0.2,-0.1
CN=C1CN(O)C(c2ccccc2)c2cc(Cl)ccc2N1 (stereo not drawn),-2.6,-0.2,-1.3,-4.7,-0.6,0.0,-0.5,-0.3,-0.4,-0.1,-1.9
COC(=O)C1=C(c2ccc(-c3ccccc3)c(F)c2)C[C@@H]2CC[C@H]1N2C(=O)NCc1cccc2ccccc12,-1.6,-1.0,-0.5,-1.6,-1.4,0.0,-2.8,-1.6,0.1,-2.0,3.8
COc1ccc2c(c1)C13CCN4CC5=CCOC6CC(=O)N2C1C6C5CC43 (stereo not drawn),4.5,/,1.9,-2.7,-0.3,2.0,-2.4,-0.8,-0.1,-1.5,-1.7
NC(=O)Nc1cccc(C(F)(F)F)c1,1.6,-0.5,-0.5,0.8,-1.4,-5.3,3.1,2.1,1.5,0.3,4.1
Cc1ccc(-c2nc3ccccc3c(=O)n2-c2cccc(O)c2)cc1,0.4,1.6,-0.3,-1.7,-1.1,2.5,-2.1,1.2,0.0,0.0,0.7
Cc1cccc(-n2c(O)c(C=NCCN3CCCCC3)c(=O)[nH]c2=O)c1,-1.3,0.2,-0.7,-1.6,-0.8,0.1,1.8,-4.5,-0.7,-1.9,-3.3
C#CCN1CCN(c2cccc(C(F)(F)F)c2)CC1,3.0,0.5,-0.1,-1.2,-1.1,4.9,1.3,-2.4,0.8,-2.5,-2.4
CCC(=Nc1ccc(OC)cc1OC)c1c(O)n(C)c(=O)n(C)c1=O,-0.1,-0.3,-1.7,-3.5,-1.4,2.1,6.6,-2.1,-1.6,-0.8,-1.6
CS(=O)(=O)NCc1nnc2n1-c1ccc(Cl)cc1C(c1ccccc1)=NC2,4.5,0.2,0.1,0.2,-0.8,-0.3,-2.7,1.6,-0.5,1.2,0.5
O=c1[nH]c(=S)[nH]c(O)c1C(c1ccccn1)c1c(O)[nH]c(=S)[nH]c1=O,0.6,0.2,0.2,2.4,-0.6,1.0,-0.2,-1.1,2.9,-0.6,-0.3
CCN1CCN(Cc2ccc(OC(F)(F)F)cc2)CC1,0.9,0.2,0.5,0.4,-1.7,4.5,-7.0,-3.8,-1.3,-0.9,1.4
N=c1c[n+](CC23CC4CC(CC(C4)C2)C3)[n-]o1,0.9,-0.8,-0.1,-0.4,-1.3,/,4.8,1.4,-1.0,-0.5,0.8
O=P(NC(c1ccccc1)c1ccccc1)(Oc1ccccc1)Oc1ccccc1,-1.1,-0.5,0.6,-0.3,-1.2,4.9,-3.9,0.1,0.7,-1.9,-1.0
O=c1[nH]c(CN2CC=C(c3ccccc3)CC2)nc2scc(-c3ccccc3)c12,-37.2,1.1,-0.1,-2.3,-1.0,1.8,2.0,-57.3,1.0,-1.8,-10.0
O=c1c2ccccc2nc(Cc2ccccc2)n1-c1ccccc1O,-1.1,-0.4,0.1,0.7,-2.1,-3.9,-8.2,-7.5,-2.3,-0.7,-5.3
O=C1CC(c2cccnc2)=NN1c1ccc(Cl)cc1Cl,-0.7,0.1,-0.1,-0.1,-1.4,11.5,1.9,-0.8,5.2,-1.7,3.7
C/C(=N\N1CCCCCC1)c1c(O)n(-c2ccc(Cl)cc2)c(=O)[nH]c1=O,0.8,0.3,0.7,-2.6,-1.4,-1.0,-6.7,-6.9,1.2,3.1,0.4
O=C(N/N=C1/CN2CCC1CC2)c1cccc(O)c1,5.4,1.5,1.6,1.3,0.4,5.2,-0.1,0.7,5.9,2.2,0.9
CNC(C(=O)c1ccccc1)C(OC)c1cccc([N+](=O)[O-])c1 (stereo not drawn),-3.1,0.3,-0.8,-1.8,-0.9,-4.4,-3.8,-12.8,-2.2,-0.5,0.2
Cc1c(C=C2C(=O)N(C)C(=O)N(C)C2=O)c(=O)n(-c2ccccc2)n1C,5.7,1.5,-0.1,-2.6,-1.4,-1.3,-0.8,4.0,4.0,-1.1,2.1
c1cc2n(c1)-c1c(ccc3c1OCO3)CNC2c1ccc2c(c1)OCO2 (stereo not drawn),0.6,0.3,0.1,0.1,-0.6,3.1,0.0,2.2,1.2,-1.6,-1.0
COc1ccc(NC(c2ccccc2)P(=O)(Oc2ccccc2)Oc2ccccc2)cc1 (stereo not drawn),1.2,-1.1,-0.3,1.0,-0.9,0.3,-3.1,1.9,8.6,-0.5,-1.4
CCOC(=O)c1nc2ccccc2c(=O)n1-c1ccc(C)cc1,-0.2,-1.0,-0.6,-0.6,-1.5,1.6,-2.3,3.5,-0.8,-1.6,-1.3
COC(=O)C1=C(c2ccc(C(C)=O)cc2)C[C@@H]2CC[C@H]1N2C(=O)NCCO,0.1,-1.7,-0.2,0.5,-0.7,-4.3,-1.0,-1.0,1.2,-1.9,-3.3
Cc1ccc(OC(=O)N(C)C[C@H]2OCc3cnnn3CCCC(=O)N([C@@H](C)CO)C[C@@H]2C)cc1,0.2,/,-0.1,-0.1,-1.0,-0.5,-5.3,0.3,0.9,-1.6,-5.3
COC(=O)C1=C(c2ccc(OCc3ccccc3)cc2)C[C@@H]2CC[C@H]1N2C(=O)NCc1ccc(F)cc1,2.8,-1.5,0.7,-2.3,-1.0,-1.0,-4.4,3.4,-0.1,-1.4,6.1
O=c1cccc2n1CC1CC2CN(Cc2c(Cl)cccc2Cl)C1 (stereo not drawn),-4.4,0.7,0.0,2.2,-0.9,0.3,-0.7,0.7,-2.1,-1.0,-1.2
CC(C)(C)c1ccc(S(=O)(=O)N2CC3CC(C2)c2cccc(=O)n2C3)cc1 (stereo not drawn),-2.1,-0.2,0.4,2.3,-1.8,-4.0,-4.3,1.2,6.9,3.7,-4.9
Fc1ccc(N2CCN(Cc3ccc4c(c3)OCO4)CC2)cc1,1.7,0.0,-1.3,-0.8,-1.8,3.8,-2.9,2.5,0.2,-0.9,0.4
COC(=O)CC1=C(C(=O)OC)C2(C(=O)Nc3c(C)cccc32)C(C#N)=C(N)O1 (stereo not drawn),-6.2,1.8,-0.9,-2.6,-0.6,-0.7,0.8,-2.8,-0.3,-0.1,-1.6
